GalR3 antagonist = GalR3 antagonists in HEK293 cells, primary screen, cell-based, fluorescence readout. Galanin receptor type 3 (Homo sapiens), O60755. HEK293 GalR3-CNG cAMP membrane potential fluorescence; galR3 body fused to GalR1 C-terminus. inhibition, % at 3 µM. 0.44% of 360,000 active. AID 651719, 2012;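 active means inhibition above the screen-wide average plus 3 SD, cut at about 13% in these data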;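 further: forskolin and galanin both at EC90 stimulate the cells; cAMP rise reported by CNG channel membrane potential dye signal; 0% = forskolin plus galanin with DMSO and 100% = forskolin alone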
Target sequence (O60755 1-299 limits assumed): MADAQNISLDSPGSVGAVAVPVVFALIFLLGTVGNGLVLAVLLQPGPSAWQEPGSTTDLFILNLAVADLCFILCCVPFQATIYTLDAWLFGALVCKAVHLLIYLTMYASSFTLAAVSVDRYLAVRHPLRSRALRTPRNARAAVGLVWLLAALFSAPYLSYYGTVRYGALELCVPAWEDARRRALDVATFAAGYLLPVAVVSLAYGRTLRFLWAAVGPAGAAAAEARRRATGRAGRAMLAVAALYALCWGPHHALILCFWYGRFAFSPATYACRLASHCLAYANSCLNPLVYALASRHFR
* = called active by the depositor. An excerpt (hit frequency here may not be typical).

Nc1nc2c(ncn2[C@@H]2O[C@H](CNC(=O)[C@H](N)C3CCCCC3)[C@@H](O)[C@H]2O)c(=O)[nH]1 was read as GalR3 antagonist -7.
For CCCCn1nnnc1C(c1cc2ccccc2o1)N1CCCN(C(=O)OC(C)(C)C)CC1 (configuration not stated) the results were GalR3 antagonist -8.
For C[C@@H]1ON(C)[C@H]2C[C@H]3c4cc(N5CCCCC5)ccc4CCN3C[C@@H]12 the results were GalR3 antagonist -8.
Screening C[C@@H](c1ccccc1)N1C[C@H](COCc2ccccc2)Oc2cc(N3CC[C@H](N(C)C)C3)ccc2S1(=O)=O returned GalR3 antagonist -8.
`COc1cccc(C(O)c2ncc(-c3ccc(C(F)(F)F)cc3)[nH]2)c1` (configuration not stated) gave GalR3 antagonist -7.
`COc1ccc(C2OC(CCc3ccccc3)CC3=C2C(=O)OC(C)(C)O3)cc1` (configuration not stated) gave GalR3 antagonist -6.
For Cc1ccc(F)cc1C(=O)N1CCCC(c2cc(C(=O)NCc3ccc(F)cc3)no2)C1 (configuration not stated) the results were GalR3 antagonist -1.
Screening CCOC(=O)[C@]12CCCC=C1N(Cc1ccccc1)C(=O)[C@H](CC(=O)N1CCCC1)C2 returned GalR3 antagonist -3.
CC(=O)C1=C(C)N(CC(C)C)C(=S)NC1c1cccc(Cl)c1 (configuration not stated) was read as GalR3 antagonist -5.
Fc1ccc(-c2nc3c4ccccc4ccn3c2CC2CCCCC2)cc1 was read as GalR3 antagonist -7.
Cc1cc(F)ccc1-c1cc(C(=O)NCc2ccccc2)[nH]n1 was read as GalR3 antagonist -2.
Screening CCCCNC(=O)C(NC(=O)c1cccc(C(F)(F)F)c1)C(=O)c1ccccc1 (configuration not stated) returned GalR3 antagonist -8.
`C(=C\c1ccccc1)/CN1CCN(C(CCc2ccccc2)c2nnnn2-c2ccc3c(c2)OCCO3)CC1` (configuration not stated) gave GalR3 antagonist -9.
COc1cc(NC(=O)C2(C)CCCN2C(=O)C(C)C)cc(OC)c1OC (configuration not stated) was read as GalR3 antagonist 4.
CC1(C(=O)NCc2cccc3ccccc23)CCN1Cc1ccccc1OC(F)F (configuration not stated) was read as GalR3 antagonist -1.
For COC(=O)[C@@]12C[C@@H](CC(=O)N3CCCC3)C(=O)N(Cc3ccc4c(c3)OCO4)C1=CCC(C)(C)C2 the results were GalR3 antagonist -7.
For CSc1ccc(CN2C(=O)C(C)Sc3ccc(C(C)=O)cc32)cc1 (configuration not stated) the results were GalR3 antagonist -6.
For CCc1nc2c(OCc3cc(Cl)cc(Cl)c3)cccn2c1N(C)C(=O)c1ccc(C)cc1 the results were GalR3 antagonist -9.
For CNc1ncnc2c1ncn2[C@H]1CN(CCN2CCOCC2)C[C@@H](CO)O1 the results were GalR3 antagonist -7.
Screening CSc1ccc(OC2(C)CCN(Cc3ccc(OC(C)C)cc3)C2)cc1 (configuration not stated) returned GalR3 antagonist -7.
Screening CCc1nc2ccc(C(=O)NCCN3CCNC3=O)cn2c1N(CC)Cc1cccc(Br)c1 returned GalR3 antagonist -6.
For C=C1[C@@H](CCO)N(S(=O)C(C)(C)C)C[C@@H]1C (some centres not stated) the results were GalR3 antagonist -4.
Screening O=C1NC[C@@H](CCCCN2C[C@H](Cc3ccc(O)cc3)N(CCc3ccc(O)cc3)C(=O)C2=O)N(CCc2ccc(O)cc2)C1=O returned GalR3 antagonist 0.
`CC(CN1CCCCC1)NC(=O)c1scnc1-c1ccccc1` (configuration not stated) gave GalR3 antagonist -5.
For c1ccc2c(-c3cnc4cccnn34)cncc2c1 the results were GalR3 antagonist -2.
`FC(F)(F)c1ccc(-c2nc3ccccc3s2)cc1` gave GalR3 antagonist -2.
`CCOC(=O)[C@]12CCC=C1N(Cc1ccco1)C(=O)[C@H](CC(=O)NCc1cccc(C(F)(F)F)c1)C2` gave GalR3 antagonist -3.
`CCCCN(C=O)c1c(CC)nc2c(OCC3CCCCC3)cccn12` gave GalR3 antagonist -2.
Screening Cc1ccccc1S(=O)(=O)N(C)C[C@H]1OCc2cn(nn2)CCCC(=O)N([C@H](C)CO)C[C@@H]1C returned GalR3 antagonist -3.
For COc1ccc(Nc2nc3cc(-c4sccc4C)sc3c(=O)n2C)cc1OC the results were GalR3 antagonist -6.

In the list so far, these have a carbonyl joined to an NH by a bond outside any ring:
Nc1nc2c(ncn2[C@@H]2O[C@H](CNC(=O)[C@H](N)C3CCCCC3)[C@@H](O)[C@H]2O)c(=O)[nH]1 was read as GalR3 antagonist -7.
For Cc1ccc(F)cc1C(=O)N1CCCC(c2cc(C(=O)NCc3ccc(F)cc3)no2)C1 (configuration not stated) the results were GalR3 antagonist -1.
Cc1cc(F)ccc1-c1cc(C(=O)NCc2ccccc2)[nH]n1 was read as GalR3 antagonist -2.
Screening CCCCNC(=O)C(NC(=O)c1cccc(C(F)(F)F)c1)C(=O)c1ccccc1 (configuration not stated) returned GalR3 antagonist -8.
COc1cc(NC(=O)C2(C)CCCN2C(=O)C(C)C)cc(OC)c1OC (configuration not stated) was read as GalR3 antagonist 4.
CC1(C(=O)NCc2cccc3ccccc23)CCN1Cc1ccccc1OC(F)F (configuration not stated) was read as GalR3 antagonist -1.
Screening CCc1nc2ccc(C(=O)NCCN3CCNC3=O)cn2c1N(CC)Cc1cccc(Br)c1 returned GalR3 antagonist -6.
`CC(CN1CCCCC1)NC(=O)c1scnc1-c1ccccc1` (configuration not stated) gave GalR3 antagonist -5.
`CCOC(=O)[C@]12CCC=C1N(Cc1ccco1)C(=O)[C@H](CC(=O)NCc1cccc(C(F)(F)F)c1)C2` gave GalR3 antagonist -3.

Additional compounds
Screening Cc1cc(Oc2cccc3c2S(=O)(=O)N([C@H](C)c2ccccc2)C[C@@H](COCc2ccccc2)O3)cc(C)c1C returned GalR3 antagonist -4.
`Cc1cc(Br)cn2c(Cc3ccccc3C(F)(F)F)c(-c3ccc(Cl)cc3)nc12` gave GalR3 antagonist -4.
For Cc1[nH]nc2c1C(c1ccccc1)N(Cc1ccccc1)C2=O (configuration not stated) the results were GalR3 antagonist -4.
Cc1ccc(S(=O)(=O)N2[C@@H](c3cccc(Cl)c3)C(C(=O)OC(C)(C)C)=CC[C@H]2c2cccc(Cl)c2)cc1 was read as GalR3 antagonist -9.
For C[C@@H]1CN([C@@H](C)CO)C(=O)CCCn2cc(nn2)CO[C@H]1CN(C)C(=O)Nc1ccc2c(c1)OCCO2 the results were GalR3 antagonist -2.
COc1cc(CNC(=O)Nc2nc(C(N)c3ccccc3)cs2)cc(OC)c1OC (configuration not stated) was read as GalR3 antagonist 3.
Screening O=C1c2ccccc2[C@@H]2Cc3csc[n+]3[C@H]12 returned GalR3 antagonist -5.
For OC[C@H]1O[C@@H](c2nc(-c3ccccc3Br)no2)[C@H](O)[C@@H]1O the results were GalR3 antagonist -1.
`CSc1ccc(CN2CCC(C)(Oc3cccc(F)c3)C2)cc1` (configuration not stated) gave GalR3 antagonist -5.
For O=C(CC[C@H]1O[C@@H](n2ccc(=O)[nH]c2=O)[C@H](O)[C@@H]1O)N[C@H](Cc1ccccc1)C(=O)NCC1CCCCC1 the results were GalR3 antagonist -5.
For CC1CCCCC1NC(=O)C1CCC(CNS(=O)(=O)c2ccc3c(c2)C(C)(C)C(=O)N3C)CC1 (configuration not stated) the results were GalR3 antagonist 2.
COC(=O)[C@]12C[C@H](CC(=O)N3CCOCC3)C(=O)N(CCC3=CCCCC3)C1=C[C@H](COCc1ccccc1)O[C@@H]2C was read as GalR3 antagonist -5.
`CCCCC[C@H](C)N1C[C@@H](COCc2ccccc2)Oc2cc(N3CC[C@@H](N(C)C)C3)ccc2S1(=O)=O` gave GalR3 antagonist -7.
`CCOC(=O)[C@]12CCCC=C1N(Cc1cccc3ccccc13)C(=O)[C@H](CC(=O)N1CCOCC1)C2` gave GalR3 antagonist -2.
Screening COc1ccccc1CNC(=O)C1(C)CCN1Cc1ccc2ccccc2c1 (configuration not stated) returned GalR3 antagonist -9.
Screening Cc1cnc(NC(=O)C2(C)CCN2C(=O)C(C)C)s1 (configuration not stated) returned GalR3 antagonist -3.
COC(=O)Cc1ccc(OC2(C)CCN(Cc3csc4ccccc34)C2)cc1 (configuration not stated) was read as GalR3 antagonist -2.
Screening COc1ccc(S(=O)(=O)NC(=O)C2(C)CCN2C(=O)COc2ccc(Cl)cc2)cc1OC (configuration not stated) returned GalR3 antagonist -5.
For O=C(Nc1ccccc1)c1cc(C2CCCCN2S(=O)(=O)Cc2cccc(C(F)(F)F)c2)on1 (configuration not stated) the results were GalR3 antagonist -1.
For COc1ccc(Cc2c(-c3ccc(C)cc3)nc3ccc(Cl)cn23)c(C)c1 the results were GalR3 antagonist -7.
O=C(N1CCOCC1)C12OC3CC(CC(C3)O1)O2 was read as GalR3 antagonist -6.
`CCOC(=O)[C@]12CCCC=C1N(Cc1ccccc1)C(=O)[C@H](CC(=O)N1CCN(C(=O)c3ccco3)CC1)C2` gave GalR3 antagonist -7.
For CCOC(=O)C1(C)CCCN(C(=O)c2ccc(-c3ccccc3)cc2)C1 (configuration not stated) the results were GalR3 antagonist -6.
Screening CCc1nc2c(OCc3ccc(OC(F)F)cc3)cccn2c1N(C)C(=O)c1ccc(OC)cc1 returned GalR3 antagonist -3.
`COc1cccc(C(NC(C)=O)c2nc(-c3cccc(C(C)C)c3)cs2)c1` (configuration not stated) gave GalR3 antagonist -5.
For CCCCCCCCC(c1nc2cc(C)c(C)cc2[nH]1)n1c(=O)c(-c2ccccc2Br)nc2ccccc21 (configuration not stated) the results were GalR3 antagonist 0.
`CC1=C(C(=O)N(C(C)C)C(C)C)CC(CC(=O)NCc2cccs2)C(=O)N1CCCN1CCCC1=O` (configuration not stated) gave GalR3 antagonist -5.
`O=C(Nc1ccc2c(c1)OCCO2)C(c1ccccc1F)n1c(=O)c(-c2ccco2)nc2ccccc21` (configuration not stated) gave GalR3 antagonist -6.
CCOC(=O)C1=CCC2C(=O)N(Cc3ccccc3)C(=O)C12 (configuration not stated) was read as GalR3 antagonist -1.
Screening CC1(Cc2cccc(F)c2)C(=O)Nc2ccc(OC(F)(F)F)cc21 (configuration not stated) returned GalR3 antagonist -8.
For CCOC(=O)[C@]12CCCC=C1N(CCC1=CCCCC1)C(=O)[C@H](CC(=O)N1CCOCC1)C2 the results were GalR3 antagonist -6.
CC(C)(C)N1C(=O)c2ccccc2NC(=O)C1C(=O)NCCc1ccccc1F (configuration not stated) was read as GalR3 antagonist 4.
For OCCCNc1ncnc2c1ncn2[C@H]1CN(Cc2ccco2)C[C@@H](CO)O1 the results were GalR3 antagonist -9.
`O=C(NC(c1ccc(Cl)cc1)c1cnccn1)C1CCN(Cc2ccc(Oc3ccccc3)cc2)CC1` (configuration not stated) gave GalR3 antagonist -9.
C[C@@H]1CN(c2ccc(N3CCN(C(=O)OC(C)(C)C)C[C@@H]3C)cc2C#N)CCN1Cc1ccccc1 was read as GalR3 antagonist -7.
`CC(C)(C)NC(=O)C(c1cccc2ccccc12)n1c(=O)c(-c2cc3ccccc3[nH]2)nc2ccccc21` (configuration not stated) gave GalR3 antagonist -5.
Screening NC(Cc1ccc(Cl)cc1)c1csc(NC(=O)Nc2ccccc2)n1 (configuration not stated) returned GalR3 antagonist 0.
Screening CN(C)C1CN(Cc2cn(Cc3ccc(Cl)cc3)nn2)S(=O)(=O)C1 (configuration not stated) returned GalR3 antagonist -6.
For CCOC(=O)[C@]12CCC=C1N(CCC1=CCCCC1)C(=O)[C@H](CC(=O)N1CCN(C(=O)c3ccco3)CC1)C2 the results were GalR3 antagonist -4.
CC1(c2nc3ccccc3[nH]2)CCC(=O)N1C1CC1 (configuration not stated) was read as GalR3 antagonist -6.
`O=C(NCc1ccccc1)C(c1ccc(F)cc1)N1CCN(c2ccccc2F)CC1` (configuration not stated) gave GalR3 antagonist -8.
COc1cc(-c2cc(NC=O)c3ncc(-c4cccc(C(F)(F)F)c4)n3c2)cc(OC)c1OC was read as GalR3 antagonist 4.
`CC(C)CCNC(=O)c1[nH]c(C(F)(F)F)nc1-c1ccccc1` gave GalR3 antagonist -7.
CC(C)CCNC(=O)[C@@H](Cc1ccccc1)NC(=O)[C@H]1O[C@@H](n2ccc(=O)[nH]c2=O)[C@H](O)[C@@H]1O was read as GalR3 antagonist -4.
Screening CC(C)C(C(=O)NC1CCCC1)N1CCN(c2ncccc2C#N)CC1 (configuration not stated) returned GalR3 antagonist 2.
For CSc1ccc(Cn2c(C)c(C(=O)NCc3ccc(C(C)C)cc3)sc2=O)cc1 the results were GalR3 antagonist 0.
`O=C(Nc1ccc2c(c1)OCCO2)C1c2ccccc2OCC(=O)N1Cc1ccc2c(c1)OCO2` (configuration not stated) gave GalR3 antagonist -1.
For CCOC(=O)[C@]12CCC=C1N(Cc1ccc3c(c1)OCO3)C(=O)[C@H](CC(=O)N1CCCC1)C2 the results were GalR3 antagonist -5.
For COC[C@@H](O)[C@H]1OCc2cc(OC)ccc2[C@@H]1/C=C/c1ccccc1 the results were GalR3 antagonist -6.
CCCS(=O)(=O)NC(=O)C1(C)CCN(C(=O)c2ccccc2OC(F)(F)F)C1 (configuration not stated) was read as GalR3 antagonist -2.
`CCc1nc2ccc(C(=O)Nc3cc(-c4ccccc4)ccc3OC)cn2c1N(C=O)CCC(C)C` gave GalR3 antagonist -6.
For COC(=O)c1cc2c(c3c4cc(OC)ccc4n(C(=O)c4ccccc4)c13)C(=O)N(Cc1ccco1)C2 the results were GalR3 antagonist -5.
For Cc1csc(-c2cc(C(=O)NCc3cc(C(F)(F)F)cc(C(F)(F)F)c3)n[nH]2)c1 the results were GalR3 antagonist -4.
`COC(=O)C1(C(=O)OC)c2ccccc2CN(S(=O)(=O)c2ccc(C)cc2)C1CC(C)=O` (configuration not stated) gave GalR3 antagonist -4.
Cc1c(Br)cccc1NC(=O)C1(C)CCN1C(C)C (configuration not stated) was read as GalR3 antagonist -2.
For O=C(Nc1ccc2c(c1)OCO2)c1cc(C2CCCCN2C(=O)c2ccc3c(c2)CCO3)on1 (configuration not stated) the results were GalR3 antagonist 0.
`Nc1[nH]c(C(=O)c2ccccc2)c(-c2ccncc2)c1C(=O)NCc1cccc2ccccc12` gave GalR3 antagonist -2.
Screening Cc1cn([C@H]2C[C@H](O)[C@@H](CCC(=O)NCCCc3ccccc3)O2)c(=O)[nH]c1=O returned GalR3 antagonist -2.
Screening Cc1nc2ccccc2n1C(C)c1nc2ccccc2n1CC(=O)c1ccc(OC(F)(F)F)cc1 (configuration not stated) returned GalR3 antagonist -5.
